GAA850 FXN act: activators of GAA850 frataxin (FXN) promoter. HEK293 lucGAA850 FXN promoter luciferase reporter, 24 h; percent of 10 µM SAHA response. activation, % at 6 µM. hit rate 0.56% among 360,000. AID 540364;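 active = activation above the average of all compounds screened plus 3 SD, cutoff fixed separately per campaign, cut at about 7.5% in these data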;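 note: 0% = DMSO wells and 100% = 10 µM SAHA wells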
ADAM10 inh: inhibitors of human ADAM10; inhibition, % at 7 µM; AID 720582; recombinant ADAM10, EDANS/DABCYL FRET peptide cleavage, 3 h; hit rate 0.62% among 370,000; O14672;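 active = inhibition above a per-campaign cutoff equal to the mean of compounds falling between control-based bounds plus 3 SD, cut at about 20% in these data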;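 note: 0% = DMSO wells while the 100% control is not disclosed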
Target sequence (O14672 214-748 limits assumed): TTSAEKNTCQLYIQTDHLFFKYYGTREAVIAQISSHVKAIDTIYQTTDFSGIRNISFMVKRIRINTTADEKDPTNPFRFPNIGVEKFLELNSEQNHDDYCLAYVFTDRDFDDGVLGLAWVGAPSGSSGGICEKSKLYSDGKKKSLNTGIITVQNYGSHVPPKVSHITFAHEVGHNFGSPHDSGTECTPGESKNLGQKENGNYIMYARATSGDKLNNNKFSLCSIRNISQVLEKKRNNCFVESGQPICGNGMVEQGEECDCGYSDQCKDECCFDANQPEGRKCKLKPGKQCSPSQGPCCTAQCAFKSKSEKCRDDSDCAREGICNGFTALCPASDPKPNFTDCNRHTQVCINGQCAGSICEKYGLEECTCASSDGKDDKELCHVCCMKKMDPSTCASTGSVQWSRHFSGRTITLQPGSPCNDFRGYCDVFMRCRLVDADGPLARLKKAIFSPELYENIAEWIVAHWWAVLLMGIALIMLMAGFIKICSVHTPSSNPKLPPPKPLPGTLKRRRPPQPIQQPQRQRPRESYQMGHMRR
DAX1 inh-1: NR0B1 (DAX1) inhibition | inhibition, % at 6.75 µM | P51843 | HEK293 Gal4-DAX1 luciferase reporter, luminescence | hit rate 0.99% among 340,000 | AID 504766;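 active = inhibition above the mean over all tested compounds plus 3 SD, cut at about 4.2% in these data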;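 note: 0% = DAX1-transfected cells with DMSO and 100% = empty-vector control cells with DMSO; inhibition shows as a rise in luminescence from relieved DAX1 repression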
GC-A act: GC-A (human) enzyme activation; AID 1671463; HEK293 GC-A cells, cGMP TR-FRET, EC30 ANP; 0% at EC30 ANP, 100% saturating ANP; P16066; hit rate 0.14% among 370,000; activation, % at 10 µM; in the data active = activation above about 40%
SMARCA2 activ: increases SMARCA2 function in MMTV reporter cells. MG213 cells, MMTV-luciferase reporter, dexamethasone, overnight. activation, % at 9.1 µM. hit rate 1% among 370,000. AID 652017; in the data active = activation above about 7.8%;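 note: 0% = vehicle wells and 100% = reference activator wells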
ssDAF-12 act: activators of S. stercoralis DAF-12 nuclear receptor. HEK293 ssDAF-12/GRIP1 lit1-tk-luc reporter, luminescence; % of 3 µM dafachronic acid response. activation, % at 6.8 µM. hit rate 1% among 370,000. AID 652126;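 active = activation above the mean over all tested compounds plus 3 SD, cut at about 0.9% in these data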;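 note: 0% = DMSO-only wells and 100% = 3 µM delta7-dafachronic acid wells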
hgDAF-12 ag: activates the H. glycines DAF-12 receptor ligand-binding domain; activation, % at 6.8 µM; HEK293 GAL4-hgDAF12 UAS-luciferase reporter, agonist luminescence; normalized to butyrate control; hit rate 1.8% among 370,000; AID 687014;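 active = activation above a cutoff set at the mean of all screened compounds plus 3 SD, cut at about 10% in these data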;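 note: 0% = DMSO wells and 100% = sodium butyrate wells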
hcDAF12 agonist: activators of H. contortus DAF-12 nuclear receptor; activation, % at 6.8 µM; hit rate 1.4% among 370,000; HEK293 hcDAF-12 lit1-tk-luc reporter, luminescence; 0% DMSO, 100% Δ7-dafachronic acid; AID 652067;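 active = activation above the mean of all tested compounds plus 3 SD, cut at about 5.5% in these data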;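 note: 100% = response to 3 µM Δ7-dafachronic acid high control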
NPR2 activator: GC-B (human) receptor activation; HEK293-GC-B cells, CNP EC30, cGMP TR-FRET; 0% at EC30 CNP, 100% saturating CNP; P20594; hit rate 0.11% among 370,000; activation, % at 10 µM;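 active = activation at 10 µM reaching about 35% in either raw or pattern-adjusted values, limit read from the data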
DAX1 inh-2: inhibitors of DAX1 repression of SF-1 activated StAR promoter. AID 652010. hit rate 1.1% among 370,000. inhibition, % at 6.8 µM. HEK293T StAR-luciferase reporter, SF-1/DAX-1 repression relief;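 active = inhibition above the mean over all tested compounds plus 3 SD, cut at about 3.6% in these data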;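 note: 0% = DAX-1 cells with DMSO and 100% = cells lacking DAX-1 with DMSO; higher inhibition means more luminescence from relief of DAX-1 repression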
sPLA2-III inh: Inhibits HGIII-sPLA2 liposome hydrolysis, primary screen; Q9NZ20; QFRET BODIPY PC-A2 liposome hydrolysis, fluorescence; inhibition, % at 12.2 µM; hit rate 0.56% among 370,000; AID 743126;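 active = inhibition above mean plus 3 SD of compounds lying within the high and low control bounds, cut at about 19% in these data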;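 note: 0% = median of test compound wells and 100% = no enzyme DMSO wells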
Target sequence (Q9NZ20 whole entry, looked up): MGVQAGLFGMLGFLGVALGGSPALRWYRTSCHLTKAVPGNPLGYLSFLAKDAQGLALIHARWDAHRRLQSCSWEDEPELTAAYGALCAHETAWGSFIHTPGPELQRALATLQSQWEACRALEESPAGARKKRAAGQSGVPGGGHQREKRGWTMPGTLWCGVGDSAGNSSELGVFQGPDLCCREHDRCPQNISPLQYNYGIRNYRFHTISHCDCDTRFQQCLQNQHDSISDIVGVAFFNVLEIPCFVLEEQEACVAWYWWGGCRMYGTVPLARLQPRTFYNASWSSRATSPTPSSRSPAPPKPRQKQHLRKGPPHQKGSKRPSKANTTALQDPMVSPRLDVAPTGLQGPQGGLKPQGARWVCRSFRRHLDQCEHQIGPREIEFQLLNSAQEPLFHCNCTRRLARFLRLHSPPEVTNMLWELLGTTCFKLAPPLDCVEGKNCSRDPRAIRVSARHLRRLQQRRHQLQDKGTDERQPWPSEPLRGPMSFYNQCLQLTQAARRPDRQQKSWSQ
Active calls of the source: *; i = inactive; / = no result given; & = joins results of further samples.

SMILES	GAA850 FXN act	ADAM10 inh	DAX1 inh-1	GC-A act	SMARCA2 activ	ssDAF-12 act	hgDAF-12 ag	hcDAF12 agonist	NPR2 activator	DAX1 inh-2	sPLA2-III inh
Cc1ccc2[nH]c(=O)c(CN(C)C(=O)c3ccccn3)cc2c1	0.6	-41	1.9	1	-1	-1.5	-0.9	-0.1	-3	-0.9	5
Cc1ccc(N2CC(C(=O)Nc3cc(C(F)(F)F)ccc3N3CCCC3)CC2=O)cc1 (configuration not stated)	1.6	-2	2.4	0	-1	-1.3	-1.8	-1.4	-6	0.0	6
CCC(CO)Oc1cc(NCc2ccccc2Cl)c2ncn(C(C)C)c2c1 (configuration not stated)	0.8	-4	-0.4	1	2	-1.5	-4.0	-2.7	2	-0.6	-3
S=C(NC1CCCCC1)NC1CC2CCC(C1)N2Cc1ccccc1 (configuration not stated)	0.8	11	-0.5	-2	-4	-1.0	-0.6	0.1	1	-0.3	17
Cc1nn(C)c(Cl)c1C(=O)NCC(=O)O	0.1	0	-0.7	1	-4	-0.1	-2.0	-0.4	0	-0.1	2
O=C(O)c1ccc[nH]c1=S	2.0	-1	1.7	2	-1	0.1	1.6	-1.6	5	0.4	4
Cc1[nH]c2ccccc2c1C(c1ccccn1)N1CCCC1 (configuration not stated)	1.9	8	2.2	-11	-2	-1.3	-1.2	0.3	-1	-0.2	0
O=C(Nc1nncs1)c1cccc(S(=O)(=O)N2CCc3ccccc32)c1	1.2	5	-0.5	-26	-2	-0.7	0.5	2.0	-10	-0.3	-22
O=C(Nc1ccc(Cl)cc1)N1CCN(Cc2nc3ccccc3c(=O)[nH]2)CC1	/	1	/	-6	-4	-1.1	-0.3	-2.0	-10	1.1	3
CCn1nc(C)cc1C(=O)NC1CC(C)(C)Cc2c1cnn2-c1cccc(F)c1 (configuration not stated)	-1.6	1	-1.2	-5	-3	-1.7	-2.2	-2.6	5	-1.6	-4
O=C(COC(=O)c1ccco1)NC1CCCC1	-0.6	-4	-0.4	2	-2	-1.2	-1.7	-2.3	-3	-0.1	1
Cc1cccc(N2CCN(CCNC(=O)c3cc4c(s3)CS(=O)(=O)C4)CC2)c1C	-2.4	15	-1.1	-3	1	-2.1	-2.5	-4.6	1	-1.6	-7
O=C(O)c1cc2ccc3cccc4ccc(c1)c2c34	0.6	i	1.1	1	1	-1.1	-5.3	2.8	-9	0.7	-6
O=S(=O)(NCc1ccco1)N1CCCCCC1	-1.4	-5	0.6	-2	1	-1.1	2.1	-1.9	3	-0.5	2
O=C(CCC(=O)c1ccc(Cl)cc1)OCn1nnc2ccccc2c1=O	1.0	0	0.4	4	1	-0.8	0.2	-1.1	3	1.0	-18
CC(=O)NC(CC(=O)OCC(=O)c1c(N)n(CC(C)C)c(=O)n(C)c1=O)c1ccccc1 (configuration not stated)	0.5	-4	-1.6	1	-1	-1.2	-0.6	-0.4	-4	-2.6	8
O=C1COc2ccc(C(=O)COC(=O)CNC(=O)C3CCCCC3)cc2N1	3.8	-7	1.7	0	-5	-2.0	1.7	-0.2	0	0.3	4
CN1C(=O)C2(OCC(COc3ccc(Cl)cc3)O2)c2ccccc21 (configuration not stated)	2.2	8	-1.1	6	-4	-1.8	0.1	-2.2	-1	-0.2	5
CN1CCC(=NNC(=O)CN(c2ccccc2)S(=O)(=O)c2ccccc2)CC1	1.0	1	0.7	1	-1	-0.3	1.2	-0.1	-5	0.5	-6
O=C(CN1C(=O)CSc2ccc(S(=O)(=O)N3CCOCC3)cc21)NCc1cccnc1	0.3	-5	1.2	3	-3	-1.4	1.4	-0.3	0	-0.4	6
CCCC(=O)Nc1ccc(Cc2ccc(NC(=O)CCC)c(C(=O)O)c2)cc1C(=O)O	2.9	-11	-0.1	1	-1	-0.7	-3.4	-0.5	1	-0.7	-13
COc1ccc(S(=O)(=O)Nc2ccc(N3CCOCC3)cc2)cc1Br	-1.3	10	0.8	-4	0	-0.8	-2.5	-1.8	5	-1.1	-1
COc1ccccc1N1CCN(c2ccc(-c3ccccc3)nn2)CC1	-3.7	-3	-3.2	-1	3	1.3*	18*	7.1*	0	3.2	0
O=C(c1cc2sccc2n1Cc1ccccc1)N1CCCc2ccccc21	1.3	8	1.9	-24	2	-0.2	1.7	4.3	-16	-0.1	5
COc1ccc(C2N(C(=O)C(F)(F)F)C(C)CN2S(=O)(=O)c2ccc(C)cc2)cc1 (configuration not stated)	-0.8	-1	1.2	-3	-1	-0.8	-1.2	0.7	5	0.0	4
CCOC(=O)c1c(C)[nH]c(C)c1C(=O)CSc1nc(N)cc(=O)[nH]1	0.1	-12	-0.7	3	-4	-1.6	0.5	-1.4	6	0.1	2
Cc1cc(C)cc(N)c1	-1.0	-13	1.1	-3	0	-1.0	-2.1	-0.8	-7	0.1	-1
O=C(O)c1cc(O)ccc1NC(=O)C1CCCO1 (configuration not stated)	2.2	-13	-0.8	6	-2	-1.0	-2.8	-0.8	2	-0.2	1
Cc1c(NC(=O)c2c(F)cccc2F)c(=O)n(-c2ccccc2)n1C	-0.1	1	0.5	-1	0	-0.7	-2.3	0.5	2	-0.1	2
Cc1cc(C)cc(NC(=O)COC(=O)COc2ccc(N(C)S(=O)(=O)c3cccs3)cc2)c1	0.4	5	-0.8	3	-6	-1.6	0.9	0.1	6	0.3	-9
CS/C(=N\S(=O)(=O)c1cccs1)NC(=O)CSc1nc2ccccc2s1	-1.6&1.6	-5	-2.5&0.2	-7	-3	0.3	-0.2	3.4	-6	0.1	-4
COc1ccccc1N1CCN(S(=O)(=O)CCNC(=O)C23CC4CC(CC(C4)C2)C3)CC1	-2.2	-3	-0.8	1	-5	-1.7	-5.5	-5.1	-2	-1.2	-6
Cc1ccc(C2=NN3C(=O)c4ccccc4C3C2)cc1 (configuration not stated)	2.2	-6	4.0	1	-1	-0.7	4.2	-1.1	-9	1.3	13
CCN(CC)C(=O)c1ccc2nc([C@H]3C[C@H](O)[C@@H](CO)O3)[nH]c2c1	1.0	-13	/	1	0	-1.2	-1.0	1.1	1	0.8	16
COc1ccccc1CN(Cc1nc2ccccc2c(=O)[nH]1)C(=O)Nc1ccc(C)cc1	-2.2	4	0.3	-8	2	-0.8	0.6	2.6	0	0.3	3
O=c1c(O)c(-c2ccc(O)c(O)c2)oc2cc(O)ccc12	4.8	-223	-0.5	24	1	-1.6	1.8	-2.3	-10	1.8	-21
Cc1ccc(S(=O)(=O)N(C)C)cc1NC(=O)COC(=O)/C=C/c1cccs1	1.4	-6	0.0	0	1	-1.1	-0.2	-2.0	2	1.0	1
COc1ccc(C(=O)OCC(=O)c2cc(OC)ccc2OC)c(OC)c1	1.5	-4	-0.3	-5	0	-1.3	-4.0	-2.9	-6	-0.9	-14
COc1ccccc1CNC(=O)c1ccc(S(=O)(=O)N2CCCC2)cc1	-1.1	3	-0.2	-4	-3	-1.0	-1.3	0.1	2	-0.1	-5
C=C(C)COc1ccc(-c2n[nH]c(C)c2-c2ccccc2OC)c(O)c1	-1.6	1	1.2	0	0	-1.2	0.3	-0.8	6	0.3	-3
CCOC(=O)N1CCC(Nc2c(NCCN3CCN(c4cccc(Cl)c4)CC3)c(=O)c2=O)CC1	1.0	-3	-0.4	4	-1	-0.9	3.3	-0.1	4	0.0	-1
COc1ccc([N+](=O)[O-])cc1/C=N/NC(=O)Cc1ccccc1	0.2	7	-1.0	18	2	-1.6	0.8	-0.2	12	-0.3	0
O=C(C1CCC(CNc2c(N3CCCCC3)c(=O)c2=O)CC1)N1CCCC1 (configuration not stated)	-0.2	11	5.5*	3	2	-0.3	-0.9	0.2	0	-0.3	4
CCc1nc(OCC(=O)c2ccccc2)c(C#N)c2c1COC(C)(C)C2	-1.4	-1	-0.4	2	-4	-0.8	2.1	1.5	2	0.3	2
Cc1ccc(CSC2=Nc3sccc3C3=NC(=O)CN23)cc1	3.5	-2	-0.7	5	4	-0.1	-0.7	1.2	-1	-0.4	-9

Marked active in hcDAF12 agonist, among the entries above:
| Compound | ADAM10 inh | DAX1 inh-1 | GC-A act | SMARCA2 activ | ssDAF-12 act | hcDAF12 agonist | NPR2 activator | DAX1 inh-2 | sPLA2-III inh |
| --- | --- | --- | --- | --- | --- | --- | --- | --- | --- |
| COc1ccccc1N1CCN(c2ccc(-c3ccccc3)nn2)CC1 | -3 | -3.2 | -1 | 3 | 1.3* | 7.1* | 0 | 3.2 | 0 |

(further entries)
SMILES	GAA850 FXN act	ADAM10 inh	DAX1 inh-1	GC-A act	SMARCA2 activ	ssDAF-12 act	hgDAF-12 ag	hcDAF12 agonist	NPR2 activator	DAX1 inh-2	sPLA2-III inh
COc1ccc(N(CC(=O)N2CCOCC2)S(C)(=O)=O)cc1	1.3	10	-0.1	2	-2	-1.3	0.6	-0.9	1	-0.2	1
CCc1nc2ccc(C(=O)NCCCN3CCCC3=O)cn2c1N(C)C(=O)C1CCCCC1	0.2	-22	/	3	-4	-0.9	-1.6	-0.5	1	1.7	3
CC(=O)OCc1c(C(F)(F)F)nn(C)c1Sc1ccccc1	-1.0	4	1.9	3	-1	-1.7	1.8	-0.4	4	-0.6	-2
CC(C)(C)OC(=O)NCCc1onc(-c2cccc([N+](=O)[O-])c2)c1C(=O)O	1.2	6	-0.4	-1	7	0.6	3.1	1.4	3	2.2	6
CCCCCCCC(=O)Nc1ccc(C(=O)N/N=C/c2cccc([N+](=O)[O-])c2)cc1	-0.6	4	1.0	-6	1	-1.0	1.0	-0.9	0	0.3	5
COc1ccc2cc3cc(C(=O)N4CCCC(C)C4)oc3nc2c1 (configuration not stated)	4.9	-168	1.1	7	8.8*	-0.3	14*	3.7	-2	7.4*	-1
COC(=O)[C@H]1C[C@@]2(N3CCCC3)c3ccccc3N[C@H]2N1S(C)(=O)=O	/	-7	/	-6	-5	-0.8	2.0	1.5	-2	0.9	0
CCCC(=O)c1ccc(N2CCCCCC2)c(F)c1	2.0	1	-0.1	2	4	-1.0	1.8	-0.6	-3	0.0	3
C=CCc1cc(Cl)ccc1OCCOCCNC(C)CC (configuration not stated)	-0.9	-1	0.7	-2	-1	-1.7	2.2	0.5	1	2.0	3
C1CCc2nc3c(nc2C1)CCCC3	1.5	-1	5.0*	4	2	-1.0	0.9	-0.8	-1	0.6	-1
CCOc1cc(NC(=S)NCC2CCCO2)c(OCC)cc1NC(=O)c1ccc(F)cc1 (configuration not stated)	2.7	8	0.3	-8	3	-0.4	-0.5	-0.7	0	0.0	2
CCCCn1c(CN(Cc2ccccc2)Cc2ccccc2)nc2c1c(=O)n(C)c(=O)n2C	-0.1	0	0.6	-7	9.8*	-0.8	2.0	-0.4	-4	-0.1	2
O=C(CNCc1ccc(Cl)cc1)N1CCc2ccccc2C1	1.1	2	-0.6	1	-2	-1.0	2.2	-1.5	1	0.8	10
Nc1nc2ccccc2n1C(=O)CCc1ccccc1	-4.8	-9	5.0*	-1	6	-0.4	14*	3.6	-1	1.4	8
O=C(O)C1CC(C(=O)O)SS1 (configuration not stated)	4.5	-6	1.7	2	-2	0.6	-0.3	1.8	3	0.0	5

Hits appear at their usual frequency; overall some 6.6% were active at least once.
